KB-V1 MDR tox: kills drug-selected multidrug resistant KB-V1 cells; KB-V1 MDR cells viability, CellTiter-Glo, 72 h; Potency, µM (titrated, usually from 46.1 µM), without a hit: top-dose activity change, negative = cytotoxicity, hits mostly cytotoxic; hit rate 3.4% among 400,000; AID 1347076; further: on the % scale 0 is the no-effect control and ±100 the full control effect; nearly all actives have a fitted effect of over 60% in size
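KB-V1 cells (P-gp-expressing MDR subline of KB-3-1) in phenol-red-free DMEM with 10% FBS were exposed to library compounds over a concentration series for 72 h at 37 degrees C. Viability read by CellTiter-Glo luminescence; concentration-effect curves fitted after normalization.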
SW480 rereplic: induces DNA re-replication in SW480 colon adenocarcinoma cells; SW480 DNA re-replication, Hoechst DNA content imaging, 48 h; Potency, µM (doses to about 46.1 µM), without a hit: top-dose re-replication activation, hits mostly activators; hit rate 1.8% among 340,000; further: % of control where 0% means no effect; nearly all actives have a fitted effect of over 55% in size
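DNA re-replication was detected as more nuclei of elevated Hoechst intensity after 48 hr exposure to compound (23 nL pinned per well of 250 cells).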
GLP-1R inv ag: GLP-1 receptor (human) inverse agonism. Potency, µM (titrated, usually from 38.3 µM), inactives show at the highest dose activity change, negative = inhibition, hits mostly inhibitors. P43220. HEK293 GLP-1R CRE-luciferase, luminescence, 24 h; GLP-1R form is constitutively active. hit rate 1.6% among 410,000; further: on the % scale 0 is the no-effect control and ±100 the full control effect; nearly all actives have a fitted effect of over 55% in size
Target sequence (P43220 whole entry, looked up): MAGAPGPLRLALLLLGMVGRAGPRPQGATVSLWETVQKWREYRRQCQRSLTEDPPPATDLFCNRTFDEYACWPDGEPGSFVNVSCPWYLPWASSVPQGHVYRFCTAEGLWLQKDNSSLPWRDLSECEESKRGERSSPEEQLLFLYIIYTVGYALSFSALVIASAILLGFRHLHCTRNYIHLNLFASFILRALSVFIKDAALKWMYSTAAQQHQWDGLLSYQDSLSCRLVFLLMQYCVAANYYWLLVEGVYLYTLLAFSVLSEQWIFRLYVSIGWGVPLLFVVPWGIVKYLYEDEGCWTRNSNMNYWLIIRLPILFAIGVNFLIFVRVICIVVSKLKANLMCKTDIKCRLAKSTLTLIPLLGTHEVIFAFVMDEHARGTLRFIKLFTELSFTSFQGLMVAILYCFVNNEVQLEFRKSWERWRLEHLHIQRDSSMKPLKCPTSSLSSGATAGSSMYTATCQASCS
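GLP-1R inverse agonism mode: basal reporter luminescence in engineered HEK293 cells measured after one day of compound exposure at 37 deg C, with a 12 min room-temperature detection step.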
HEK293 tox: cytotoxicity in counter-screen for GLP-1R inverse agonists. HEK293 cAMP-luciferase reporter cells, luminescence, 24 h. Potency, µM (highest dose often 38.3 µM), without a hit: top-dose activity change, negative = inhibition, hits mostly inhibitors. hit rate 0.13% among 410,000;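 further: loss of luciferase light is scored as toxicity; on the % scale 0 is the no-effect control and ±100 the full control effect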
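Cells in DMEM/10% Nu serum/1% pen-strep, 1536-well format. Pre-incubated 12 h, dosed with 23 nL compound, incubated a further 24 h. Luciferase detection, 12 min at room temp, luminescence.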
KB-3-1 tox: KB-3-1 parental cell cytotoxicity | KB-3-1 viability, CellTiter-Glo ATP luminescence, 72 h | Potency, µM (highest dose often 46.1 µM), for the others: at the highest dose activity change, negative = cytotoxic, actives largely listed as cytotoxic | hit rate 1.4% among 400,000; further: on the % scale 0 is the no-effect control and ±100 the full control effect; nearly all actives have a fitted effect of over 60% in size
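Using CellTiter-Glo luminescence, growth of non-resistant KB-3-1 adenocarcinoma cells is assessed 72 h after pin-tool compound addition at 37 °C. Normalized responses across the concentration series yield fitted curves.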
HT1080-NT tox: kills 2HG-producing HT-1080-NT fibrosarcoma cells | hit rate 1.6% among 360,000 | Potency, µM (top dose mostly 46.1 µM), inactives show top-dose activity, negative = less viability, most hits filed as cytotoxic | AID 686970 | HT-1080-NT fibrosarcoma viability, CellTiter-Glo ATP luminescence, 48 h;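 further: NT is the 2HG producing partner of a matched IDH1 knockdown line; 0% = DMSO-treated cells and -100% = media-only wells without cells; nearly all actives have a fitted effect of over 55% in size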
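Read-out is CellTiter-Glo luminescence after 10 minutes at room temperature, following 48 hours' compound treatment of HT-1080-NT cells (750 cells/well, RPMI, 5% FBS, 37 degrees C).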
TDP43 rescue: TDP-43 toxicity inhibition in yeast. TDP-43 expressing yeast growth rescue, BacTiter-Glo, 24 h. Potency, µM (series often up to 46.1 µM), for inactives: at the highest dose growth rescue (activation), actives largely listed as activators. hit rate 1.8% among 410,000. AID 652104; further: % of control where 0% means no effect; nearly all actives have a fitted effect of over 50% in size
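Luminescence from BacTiter-Glo reports growth of TDP-43-expressing yeast after 24 hr at 30 deg C with compound. Cells were raffinose-pregrown to mid-log, then seeded in galactose medium at OD600=0.02.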
GLP1R ag: activates the human GLP-1 receptor | P43220 | HEK293 GLP-1R CRE-luciferase, luminescence, 4-6 h; cells express a hypersensitive GLP-1R form | Potency, µM (top dose mostly 45.6 µM), for inactives: at the top dose activation, usual class: activators | hit rate 0.007% among 380,000; further: % of control where 0% means no effect
HT1080 IDH1KD tx: toxicity to HT-1080 IDH1 knockdown cells (counter line). Potency, µM (series often up to 46.1 µM), for the others: at the top dose activity, negative = toxicity, usual class: cytotoxic. HT-1080 IDH1 knockdown viability, ATP luminescence, 48 h. AID 686971. hit rate 2% among 360,000;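 further: 0% = DMSO wells and -100% = cell-free medium wells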
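Viability of IDH1-knockdown HT-1080 fibrosarcoma cells was assessed by CellTiter-Glo after 48 h at 37 °C with titrated compound; concentration-effect curves were classified by fit quality and response size.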
Starred values were filed as active, the others as inactive; u = inconclusive; x = not tested or not shown; [ ] = remark or other dose. The call rests on the fitted dose curve; in most records, active means well fitted curve in the direction sought with a large enough effect; inconclusive means small, poorly fitted or top-dose-only effect, or another doubt; inactive means no such curve, though single readings can be large; an effect the other way counts as inactive or inconclusive. Potency means the concentration at half of the fitted maximal effect.

SMILES	KB-V1 MDR tox	SW480 rereplic	GLP-1R inv ag	HEK293 tox	KB-3-1 tox	HT1080-NT tox	TDP43 rescue	GLP1R ag	HT1080 IDH1KD tx
CCOC(=O)C1=C[C@@H](C(C)(C)C)N(S(=O)(=O)c2ccc(OC)cc2)[C@H]1c1ccccc1	u	x	u	26.4%	-11.8%	u	20.1%	11.1%	u
CCN(CC)CCCNC(=O)c1sc2nc(-c3ccc(F)cc3)cn2c1C	16.4µM*	u	-9.8%	-19.0%	-10.9%	u	19.8%	-3.8%	u
CCOC(=O)C(=O)C1=C(N2CCOCC2)/C(=C\c2cccc([N+](=O)[O-])c2)CC1	-3.4%	-4.5%	5.5%	-3.9%	5.7%	18.6%	12.1%	-5.1%	23.6%
CCOCCOC(=O)c1ccc(-n2cnc(C)n2)nc1	-4.2%	-1.6%	-24.6%	-3.6%	-0.9%	15.7%	17.9%	-3.8%	10.0%
O=C(COC(=O)c1ccc(S(=O)(=O)Nc2ccccc2)cc1)NCCN1C(=O)CSC1=O	14.4%	2.2%	5.5%	-6.9%	-0.3%	1.2%	19.4%	-6.7%	2.1%
O=C(CSc1ccccc1F)NC(=O)c1ccc(Cl)cc1	u	2.8%	10.1%	-0.3%	-3.2%	6.6%	24.3%	-1.0%	10.4%
Cc1ccc(CSc2nnc(C(F)(F)F)n2Cc2ccc(F)cc2)cc1	-28.0%	-2.9%	-2.5%	-2.9%	-7.8%	-0.5%	-32.8%[inhibitor]	5.2%	-19.4%
Cc1ccc(S(=O)(=O)Nc2ccc(F)c(S(=O)(=O)N3CCOCC3)c2)cc1	x	2.2%	-9.3%	-11.6%	x	3.2%	-6.6%	3.2%	0.9%
O=C(COC(=O)c1cc(S(=O)(=O)N2CCCCC2)ccc1N1CCOCC1)NC1CCCCC1	-5.6%	-0.1%	5.3%	0.9%	3.3%	11.5%	8.4%	2.3%	16.3%
O=C1COc2ccc(C(=O)COC(=O)c3cc(S(=O)(=O)NCc4ccccc4)ccc3O)cc2N1	u	-0.6%	7.8%	1.3%	8.2%	-7.1%	6.6%	8.4%	2.5%
Cc1noc(C)c1NC(=O)Nc1cccc2c1O[C@H](CN(C)S(C)(=O)=O)[C@@H](C)CN([C@H](C)CO)C2=O	2.0%	-4.0%	1.9%	3.3%	14.0%	16.5%	12.2%	-3.5%	16.2%
CC(=O)Nc1ccc(C=C(C(C)=O)C(C)=O)cc1	0.0%	-2.6%	6.9%	-6.4%	0.3%	-12.0%	1.5%	-3.7%	-15.5%
Cc1ccccc1NC(=O)Cc1nc(COC(=O)CCOc2ccccc2)cs1	u	-7.8%	6.4%	5.6%	4.5%	5.3%	19.4%	-2.6%	8.1%
COc1ccc(N2CCN(c3ncnc4c3nc3n4CCCCC3)CC2)cc1	u	x	-3.8%	-9.5%	u	x	15.7%	-0.6%	x
COc1cc(CO)cc(Br)c1OCC(=O)N1CCCCC1	u	-10.6%	-9.0%	6.1%	4.0%	4.1%	-24.6%	-7.4%	1.2%
C/C(=N/NC(=O)Cc1cc(=O)[nH][nH]1)c1ccc([N+](=O)[O-])cc1	0.0%	-15.7%	3.5%	-29.6%	-2.5%	4.4%	5.4%	-2.5%	5.0%
CCN(CC)S(=O)(=O)c1ccc(N2CCN(C)CC2)c(NC(=O)c2cc(=O)c3ccccc3o2)c1	u	-8.3%	37.6%[activator]	6.6%	-18.2%	-2.4%	-6.4%	18.1%	5.0%
CC(C)=N/N=C1/NC(=O)C(c2ccccc2)S1 (stereo not given)	4.9%	-3.0%	-21.4%	u	1.6%	11.1%	17.4%	-2.4%	13.0%
COc1ccc(C(NC=O)c2cc(OC)c(OC)cc2Br)cc1OC (stereo not given)	0.0%	-7.4%	-6.4%	-8.7%	10.0%	-0.5%	16.7%	-1.6%	10.6%
O=C(NCCCNc1ccc(C(F)(F)F)cc1[N+](=O)[O-])c1cc(F)c(F)cc1Cl	u	2.5%	u	-25.8%	u	u	8.7%	8.1%	u
Cc1c(C(=O)N(Cc2ccncc2)CC2CCCO2)oc2c(F)cccc12 (stereo not given)	-3.9%	16.8%	24.6%	0.5%	1.7%	5.6%	6.6%	14.0%	-13.3%
CCC(C)NC(=O)CCSc1nc(-c2ccc3c(c2)OCO3)cc(C(F)(F)F)n1 (stereo not given)	-4.9%	x	8.6%	3.6%	8.5%	x	16.2%	-0.4%	x
CCCC(C)(C)C(=O)N1CCC1(C)C(=O)NS(=O)(=O)c1ccc(Br)cc1 (stereo not given)	2.8%	x	-18.1%	-3.4%	0.0%	11.6%	0.0%	-5.8%	0.9%
O=C(NCCO)/C(=C/c1ccc2c(c1)OCO2)NC(=O)c1ccc(Br)cc1	1.4%	1.1%	-10.0%	-0.6%	0.2%	-6.9%	13.2%	2.6%	0.5%

Look-ups from the results shown.
Entry for `COc1ccc(C(NC=O)c2cc(OC)c(OC)cc2Br)cc1OC` (stereo not given) in HT1080 IDH1KD tx: 10.6%
Entry for `O=C(NCCCNc1ccc(C(F)(F)F)cc1[N+](=O)[O-])c1cc(F)c(F)cc1Cl` in GLP1R ag: 8.1%

Next structures:
SMILES	KB-V1 MDR tox	SW480 rereplic	GLP-1R inv ag	HEK293 tox	KB-3-1 tox	HT1080-NT tox	TDP43 rescue	GLP1R ag	HT1080 IDH1KD tx
O=C(CSC1=NCCS1)N1CCCCCC1	6.5%	0.3%	0.2%	-4.7%	4.3%	9.9%	17.2%	-7.4%	15.6%
O=C1OC(c2cccs2)Sc2ccccc21 (stereo not given)	2.2%	x	19.0%	2.8%	27.7%	1.6%	23.0%	-0.9%	4.9%
Cc1cccc(N(CC(=O)O)CC(=O)O)c1	28.9%	-7.9%	2.7%	-5.1%	-1.8%	0.6%	0.0%	-2.6%	1.7%
COc1ccc(C2(CNC(C)=O)CCOCC2)cc1OC	9.0%	-4.0%	16.5%	0.6%	0.6%	2.1%	6.9%	-9.3%	4.7%
CN(c1ccccc1C(=O)Nc1ccc(S(=O)(=O)N2CCOCC2)cc1)S(C)(=O)=O	-12.0%	-3.2%	8.0%	12.6%	3.8%	3.3%	-5.5%	1.2%	0.0%
CCOC(=O)C1=C(C)NC(=O)CC1c1ccccc1OC (stereo not given)	-3.5%	-5.9%	2.1%	-1.7%	9.1%	1.6%	1.5%	-1.8%	12.5%
Cc1ccc2cc(COC(=O)c3ccncc3)c(=O)[nH]c2c1	-11.0%	-3.3%	2.5%	21.1%	-9.0%	1.6%	-9.8%	5.8%	1.9%
O=C(NCc1ccccn1)c1nc(Cn2ccc([N+](=O)[O-])n2)no1	20.7%	-3.9%	18.9%	u	-2.4%	14.2%	28.8%	2.4%	27.4%
COc1nc(Nc2ccc([N+](=O)[O-])cc2)nc(NC2CCCCC2)n1	0.0%	u	u	-21.0%	-18.6%	-20.6%	-9.4%[0.397 µM]	9.4%	u
Cc1ccc(C(NC(=O)N2CCCC2)C(Cl)(Cl)Cl)cc1F (stereo not given)	u	u	u	-0.7%	-22.5%	-0.9%	-3.5%	2.1%	-12.4%
O=C(CCN1C(=O)c2ccncc2C1=O)Nc1ccc2c(c1)OCCO2	21.1%	-1.2%	3.8%	-2.1%	38.3%	12.6%	4.2%	-11.4%	6.1%
CC(=O)NC(c1cc(F)c2cccnc2c1O)C1CC1 (stereo not given)	12.9%	u	x	x	u	x	x	-1.9%	x

The final two records of the section before come first, to join the parts.
SMILES	KB-V1 MDR tox	SW480 rereplic	GLP-1R inv ag	HEK293 tox	KB-3-1 tox	HT1080-NT tox	TDP43 rescue	GLP1R ag	HT1080 IDH1KD tx
O=C(CCN1C(=O)c2ccncc2C1=O)Nc1ccc2c(c1)OCCO2	21.1%	-1.2%	3.8%	-2.1%	38.3%	12.6%	4.2%	-11.4%	6.1%
CC(=O)NC(c1cc(F)c2cccnc2c1O)C1CC1 (stereo not given)	12.9%	u	x	x	u	x	x	-1.9%	x
CCn1c(SCC(=O)N2CCCCC2)nnc1-c1ccc(S(=O)(=O)N2CCN(C)CC2)cc1	1.2%	-7.7%	1.5%	-4.8%	-2.0%	0.3%	0.0%	-10.6%	2.2%
COc1ccccc1CNC(=O)CN1C(=O)NC2(CCCC2)C1=O	10.2%	-48.9%[inhibitor]	9.6%	1.0%	-7.7%	0.4%	-6.2%	-6.4%	-1.8%
COc1cccc(OC)c1C(=O)Nc1ccc(N2CCCCC2)cc1	-15.5%	-2.2%	7.8%	-20.6%	-14.8%	-18.3%	14.9%	-7.6%	-20.8%
Cc1cccc(NC(=O)CSc2nc3ccccc3nc2N2CCC(C)CC2)c1	u	x	u	-10.7%	-29.8%	x	-1.7%	x	x
CCCNC(=O)Cn1nc(-c2ccc(F)cc2)c2cnc3ccc(F)cc3c21	7.5%	x	10.9%	1.4%	-0.8%	x	23.6%	x	x
CC(C)CN(C(=O)CN(C)C(=O)Cc1c(F)cccc1Cl)c1c(N)n(CC(C)C)c(=O)[nH]c1=O	7.4%	x	26.2%	1.7%	-3.4%	0.4%	-19.2%	-0.3%	-7.9%
Cc1c(NC(=O)Cn2[nH]c(=O)c3ccccc3c2=O)c(=O)n(-c2ccccc2)n1C	3.8%	-8.5%	-12.0%	4.3%	18.8%	0.4%	22.9%	-3.9%	-0.3%
COCCNC(=O)c1c(NC(=O)Cc2coc3cc(C)ccc23)sc2c1CCCC2	6.5%	x	u	-4.9%	-0.5%	x	u	x	x
CCOc1ccc(/C=N/NC(=O)c2nnn(-c3nonc3N)c2-c2cccs2)cc1	5.3%	23.3%	21.3%	83.9%[activator]	7.4%	-6.7%	17.8%	5.3%	-23.1%
O=C(Cn1ccc(NC(=O)OCc2ccccc2)nc1=O)NCCN1CCOCC1	-2.3%	-3.3%	8.5%	2.3%	12.2%	-0.5%	2.2%	-0.8%	6.7%
CCCS(=O)(=O)c1nc(S(=O)(=O)c2ccc(C)cc2)c(N(C)Cc2ccccc2)s1	-12.4%	x	u	-13.8%	-4.1%	x	15.9%	x	x
CC(OC(=O)CCc1nc2ccccc2[nH]c1=O)C(=O)c1ccccc1 (stereo not given)	10.6%	-0.3%	3.2%	-7.1%	4.5%	4.5%	4.1%	-5.1%	11.2%

Screening results (PubChem)
